Screens (PubChem BioAssay)
M1 ag: agonists of human M1 muscarinic receptor; P11229; CHO-K1 hM1, Fluo-8 calcium fluorescence, agonist mode; 0% DMSO, 100% acetylcholine EC100; activation, % at 3 µM; hit rate 0.33% among 360,000;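 active = activation above the run's mean compound activation plus 3 SD, cut at about 16% in these data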;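 note: peak over basal fluorescence ratio within a 140 s kinetic read after compound addition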
Target sequence (P11229 whole entry, looked up): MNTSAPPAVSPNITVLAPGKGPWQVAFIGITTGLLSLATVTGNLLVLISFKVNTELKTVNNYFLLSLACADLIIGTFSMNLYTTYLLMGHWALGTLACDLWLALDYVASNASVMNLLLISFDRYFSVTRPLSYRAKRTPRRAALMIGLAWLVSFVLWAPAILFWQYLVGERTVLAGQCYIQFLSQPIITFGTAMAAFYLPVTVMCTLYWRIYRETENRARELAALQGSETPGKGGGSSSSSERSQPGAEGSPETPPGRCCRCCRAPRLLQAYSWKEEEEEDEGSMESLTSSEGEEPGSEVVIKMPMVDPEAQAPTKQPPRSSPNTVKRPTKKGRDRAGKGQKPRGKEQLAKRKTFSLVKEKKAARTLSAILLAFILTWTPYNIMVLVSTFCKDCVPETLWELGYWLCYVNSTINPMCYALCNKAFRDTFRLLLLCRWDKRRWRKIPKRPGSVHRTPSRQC
OXTR potentiator: potentiates the human oxytocin receptor response | P30559 | CHO-OTR cells, Fluo-8 calcium fluorescence, potentiator mode; 0% = oxytocin EC15, 100% = EC100 | activation, % at 3 µM | hit rate 0.061% among 320,000;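 active = activation above that plate's cutoff, the mean activation of tested compounds plus 3 SD, cut at about 6.6% in these data, passing the limit was not always enough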;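 note: 100% uses oxytocin at 75 nM as the full agonist control; some results filed as inactive read as strong as hits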
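Material: human OTR in CHO cells. Compound: 3.0 µM, one dose. Timing: compound 6 min at room temperature before oxytocin, 100 s read. Evaluation: % activation of max/min ratio relative to oxytocin controls. Replication: single well per compound, singlicate. Signal: Fluo-8 calcium dye fluorescence.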
TAAR1 antag: antagonists of human TAAR1 | AID 624466 | hit rate 1.5% among 360,000 | CHO RD-HGA16 TAAR1, Fluo-8 calcium fluorescence, antagonist | inhibition, % at 3 µM;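 active = inhibition above a per-plate cutoff, the mean inhibition of test compounds on that plate plus 3 SD, cut at about 49% in these data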;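 note: 0% = DMSO plus EC80 beta-PEA response and 100% = DMSO alone without agonist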
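Test system: hTAAR1-expressing CHO RD-HGA16 cells, Gα16-coupled; Probe or stimulus: EC80 β-phenethylamine stimulus; Compound dosing: single nominal final test compound concentration of 3 µM; Timing: 140 s kinetic read after compound, 140 s after agonist; Signal: Fluo-8 calcium-sensitive fluorescence; Measure: % inhibition of agonist calcium response; Controls: DMSO and EC80 PEA controls.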
M1 PAM: human CHRM1 positive allosteric modulation; P11229; CHO-K1 hM1, Fluo-8 calcium fluorescence, ACh EC20; 0% = ACh EC20, 100% = maximal ACh; activation, % at 3 µM; hit rate 0.088% among 360,000; in the data active = activation above about 19%, passing the limit was not always enough
OXTR agonist: agonists of human oxytocin receptor | P30559 | CHO-OTR cells, Fluo-8 calcium fluorescence; normalized: DMSO 0%, oxytocin 100% | activation, % at 3 µM | hit rate 0.32% among 320,000 | AID 2435;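 active = activation above the mean of all tested compounds plus 3 SD, cutoff set per screening run, cut at about 20% in these data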;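 note: peak over basal fluorescence ratio from a 100 s FLIPR kinetic read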
CHO parental Ca: signal in parental CHO cells, OX1R antagonist counter-screen; inhibition, % at 5.6 µM; hit rate 0.63% among 330,000; parental CHO-K1, ATP-induced calcium, Fluo-8 fluorescence;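 active = inhibition above that plate's mean sample inhibition plus 3 SD, cut at about 26% in these data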;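 note: 0% = ATP-challenged DMSO wells and 100% = DMSO wells without ATP; some compounds past the cut are filed as inactive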
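Assay system: untransfected parental CHO cell line. Also added: ATP agonist challenge. Dosing: one dose, 5.6 µM nominal. Measured by: Fluo-8 fluorescence. Read-out: % inhibition. Benchmarks: ATP wells versus no-ATP DMSO wells. Repeats: no replicates.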
V1aR counter: V1a receptor agonism, counter-screen for OXTR agonists. P37288. CHO-V1R cells, Fluo-8 calcium fluorescence, agonist mode; 0% DMSO, 100% 3 nM vasopressin. hit rate 0.25% among 320,000. AID 2797. activation, % at 3 µM;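 active = activation above the mean activation of all tested compounds plus 3 SD, per screening run, cut at about 20% in these data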;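 note: signal is peak over basal fluorescence ratio across a 100 second FLIPR read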
Target sequence (P37288 whole entry, looked up): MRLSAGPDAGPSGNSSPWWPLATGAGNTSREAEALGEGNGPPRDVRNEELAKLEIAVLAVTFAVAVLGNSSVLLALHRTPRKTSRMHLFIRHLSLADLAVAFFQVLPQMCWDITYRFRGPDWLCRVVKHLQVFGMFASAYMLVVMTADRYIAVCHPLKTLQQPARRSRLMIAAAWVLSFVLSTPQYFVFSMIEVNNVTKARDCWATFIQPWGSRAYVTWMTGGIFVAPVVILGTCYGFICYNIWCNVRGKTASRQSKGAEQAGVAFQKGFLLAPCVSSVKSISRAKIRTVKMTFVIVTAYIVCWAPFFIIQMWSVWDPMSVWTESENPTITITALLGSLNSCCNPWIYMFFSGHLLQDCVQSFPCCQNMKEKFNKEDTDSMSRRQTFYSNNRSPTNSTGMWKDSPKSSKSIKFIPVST
M1 antag: human CHRM1 antagonism; P11229; AID 588852; inhibition, % at 3 µM; CHO-K1 hM1, Fluo-8 calcium fluorescence, ACh EC80 antagonist; hit rate 1.3% among 360,000;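 active = percent inhibition above its own plate's cutoff, namely the mean of that plate's compound wells plus 3 SD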;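 note: peak over basal fluorescence ratio during 140 s after agonist addition; 0% = ACh EC80 plus DMSO and 100% = DMSO alone without agonist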
TAAR1 ag: agonists of human TAAR1; hit rate 0.99% among 360,000; activation, % at 3 µM; CHO RD-HGA16 TAAR1, Fluo-8 calcium fluorescence; vehicle wells 0%, saturating PEA agonist 100%;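 active = activation above the mean activation of all test compounds in the run plus 3 SD, cut at about 38% in these data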
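System: CHO-derived RD-HGA16 cells with stable Gα16 and human TAAR1. Times: 17-24 h plating, Fluo-8 75 min 37 °C, 30 min RT. Measured by: calcium-sensitive Fluo-8 signal, excitation 470-495, emission 515-575 nm. Read-out basis: % activation relative to PEA EC100 response. Control set: DMSO and PEA EC100. Repeats: no replicates (n 1).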
The depositor's hits bear a star; x = not tested or not shown.

Results follow in this order: OXTR potentiator, OXTR agonist, M1 ag, CHO parental Ca, M1 antag, M1 PAM, TAAR1 antag, V1aR counter, TAAR1 ag
OC[C@H]1O[C@H](c2nc(-c3nc(-c4cccs4)no3)cs2)C[C@@H]1O
 : x, x, 3, x, -15, 13, -1, x, 2
OCCN(Cc1ccccc1)Cc1ccc(Cl)cc1
 : -4, -0.9, -10, -28, -28, -1, -8, 0.6, 12
CCOc1ccc(N=C2NC(=O)SC2CC(=O)OC)cc1 (configuration not stated)
 : 3, -1.1, -5, -3, -5, 4, -14, -0.8, 9
N#CC1=C(N)Oc2cc(N)ccc2C1c1ccc(Cl)cc1 (configuration not stated)
 : -9, 0.9, -4, -4, -16, 9, 4, 1.7, 5
FC(F)(F)c1cccc(N/N=C/c2ccccc2)c1
 : -5, 0.0, -8, 1, -6, 0, -6, -0.3, 1
Cn1cc(S(=O)(=O)N2CCC(C(N)=O)CC2)c(=O)n(C)c1=O
 : 1, -0.3, -5, -2, -5, 6, -15, 1.4, 4
OC(Cc1cccnc1)(c1ccccc1)c1ccccc1
 : x, x, -5, x, 6, -6, -1, x, 4
CCN1CCN(c2cc(C)c3cc(NC(=O)c4cncc(Br)c4)ccc3n2)CC1
 : -5, 1.0, -4, -1, -3, 1, 10, 1.1, 4
COc1cc(/C=N/NC(=O)c2cccc([N+](=O)[O-])c2)ccc1OC(=O)c1ccco1
 : -1, -1.7, -9, -24, 2, 3, 8, -1.1, 4
Cn1cc(S(=O)(=O)N2CCOCC2)cc1C(=O)NCc1ccccc1Cl
 : -2, 0.0, -4, -11, -11, 5, -10, 1.6, 1
Cc1cccc(C(=O)NCCNC(=O)c2ccccn2)c1
 : -11, 0.3, -1, -9, -1, 4, -4, 1.2, 5
CCOC(=O)C1=C(C)N(c2ccccc2)C(=O)/C1=C\c1cccs1
 : -5, -1.1, -8, -12, 11, -4, 3, -0.1, 14
CCCCC(=O)N/N=C/c1ccc(Sc2cccc3cccnc23)o1
 : -3, -2.4, -5, -32, 12, -2, -4, -0.7, -1
COCCN1CCN(C(=O)c2ccc3c(c2)S(=O)(=O)c2ccccc2C3=O)CC1
 : -2, -0.3, x, -18, x, x, -2, 0.2, 5
O=C(Nc1ccc2oc(-c3ccccc3Cl)nc2c1)c1ncn[nH]1
 : -9, -0.1, 0, -4, -9, 5, 1, 1.5, 3
CCC(C(=O)Nc1ccccn1)c1ccccc1 (configuration not stated)
 : -9, -2.4, -2, -4, 22, -8, -5, -1.4, 8
OC[C@@H]1CN(CCNc2ccccc2)C[C@H](n2cnc3c(NCc4ccncc4)ncnc32)O1
 : x, x, 9, x, -13, 7, -12, x, 3
O=C(O)c1ccc(-n2ncc3c2/C(=C/c2cccc([N+](=O)[O-])c2)CC3)cc1
 : -1, -0.2, -2, -8, -5, 3, -18, 0.4, 2
CCc1ccc(NC(=O)CC2C(=O)Nc3c2c(=O)n(C)c(=O)n3C)cc1 (configuration not stated)
 : -9, 1.8, -5, 6, -1, 0, 15, 0.6, 4
CC(C)N(CC(=O)Nc1ccc(Cl)cc1C(F)(F)F)C(=O)CCl
 : -4, 1.2, 0, -8, 9, 5, -14, 0.9, 1
Cc1cc(NC(=O)c2ccc3nccnc3c2)ccc1Br
 : -10, 1.7, 2, -3, 16, -8, 46, 1.5, 35
Cc1ccccc1C(=O)Nc1ccnn1C1CCN(C(C)Cc2ccccc2F)CC1 (configuration not stated)
 : -5, 8.1, -1, -23, 17, -10, 22, 10, 15
CCC(C)Sc1ccc([C@@H]2[C@@H]3C(=O)N(CC)C(=O)[C@@H]3[C@]3(C(=O)OC)CCCCN23)cc1 (some centres not stated)
 : -8, -0.3, 2, -24, -12, 19, 22, 0.8, 6
O=C(/C=C/c1ccc([N+](=O)[O-])cc1)NCCc1ccc(F)cc1
 : -12, -1.5, -6, -13, 0, 2, 0, 1.8, 2
COc1ccccc1N(Cc1ccccc1)S(=O)(=O)c1cccc(C(=O)Nc2cccc(C)n2)c1
 : -9, 0.1, -2, -15, 2, 0, 28, 2.9, 1
Cn1c(COc2ccc(Cl)cc2)nnc1SCC(=O)Nc1ccc2c(c1)CCC2
 : 5, -0.9, -7, -16, 8, -7, -14, -0.1, -2
CCC1=NN2C(=N)/C(=C\c3cccn3-c3cccc(Cl)c3)C(=O)N=C2S1
 : 0, -2.0, -8, -12, -11, 9, 5, 0.6, 22
COc1ccccc1NC(=O)CSc1nnnn1C1CCCCC1
 : 0, 0.2, -2, -5, -9, 5, 1, -0.4, -3
COc1cc(NC(=S)NNC(=O)CC(C)C)c(OC)cc1Cl
 : -5, -1.0, -6, -13, -8, 4, -11, 0.5, 7
Cc1nnc(SCC(=O)Nc2sccc2C#N)n1Cc1ccccc1
 : -6, -0.4, 1, -3, -44, 8, 6, -0.2, 14
O=C(NCC1CCCO1)C(c1ccncc1)N(Cc1cccs1)C(=O)Cn1nnc(-c2ccc(F)cc2)n1 (configuration not stated)
 : 3, -0.2, -5, -34, -10, 1, 5, -0.6, 10
CSc1nnc(-c2sc3cc(C(F)(F)F)cnc3c2-c2ccccc2)n1C
 : -6, -2.6, -3, -13, -12, 7, -33, -1.4, 4
COc1cccc(CNC(=O)C2CCN(S(=O)(=O)c3ccc(Br)s3)CC2)c1
 : -11, 6.5, -5, -1, -2, -1, 0, 4.8, 14
COc1ccc(CCNS(=O)(=O)c2ccc(-c3ccc(=O)[nH]n3)o2)cc1OC
 : -2, -0.7, -2, -6, 18, -6, -21, 0.3, 0
Cc1cc(C)n(CC2CC(=O)N(c3ccc(Cl)c(Cl)c3)C2=O)n1 (configuration not stated)
 : -13, -0.2, -4, 5, 0, -1, 5, -0.1, 3
CCOc1ccc2nc(NC(=O)c3ccc(OC)c(S(=O)(=O)N4CCOCC4)c3)sc2c1
 : -14, 2.0, -2, 2, -12, 7, 35, 6.9, 37
CCN(CC(=O)NCc1ccc(F)cc1)C(=O)c1cc2ccccc2o1
 : -6, 0.7, -3, -7, 0, -2, -9, -0.6, 1
Cc1ccc(N2C(=S)NC3c4cc(Cl)ccc4OC2(C)C3C(=O)N(C)C)cc1 (configuration not stated)
 : -4, 0.0, -2, -21, -7, 7, -30, -1.7, 2
NS(=O)(=O)c1ccc(NC(=S)N2CCN(c3cccc(Cl)c3)CC2)cc1
 : -8, 0.5, -7, 6, 5, 0, 9, 2.0, 13
CCOC(=O)c1oc2cccc(OC(C)=O)c2c1C
 : -13, 0.6, -7, 1, 6, -5, 12, 1.0, 15
CC1CN(C(=O)c2cc([N+](=O)[O-])cc([N+](=O)[O-])c2)CC(C)O1 (configuration not stated)
 : -11, -0.6, -1, -17, 4, 2, 11, -0.4, 1
COc1ccccc1-c1nc(SCC(=O)Nc2cc(C)on2)c2c(=O)n(C)c(=O)n(C)c2n1
 : -5, -0.2, -3, -8, -10, 8, -10, -0.3, 0
Cc1ccsc1/C=N\NC(=O)CC(=O)NCc1ccccc1
 : -8, -0.4, -3, -5, -8, 9, 3, 0.5, 5
CC1CC(OC(=O)CN2CCCCC2)CC(C)(C)C1 (configuration not stated)
 : 1, 1.3, x, -4, x, x, x, 0.2, x
COc1ccc(OC)c(CN2CCN(C(=O)c3cc4ccccc4cc3O)CC2)c1
 : -9, 2.1, -2, 16, -2, 6, 5, 5.4, 2

Single records (already shown):
CCC(C)Sc1ccc([C@@H]2[C@@H]3C(=O)N(CC)C(=O)[C@@H]3[C@]3(C(=O)OC)CCCCN23)cc1 (some centres not stated) reads OXTR potentiator = -8; OXTR agonist = -0.3; M1 ag = 2; CHO parental Ca = -24; M1 antag = -12; M1 PAM = 19; TAAR1 antag = 22; V1aR counter = 0.8; TAAR1 ag = 6
Cn1cc(S(=O)(=O)N2CCOCC2)cc1C(=O)NCc1ccccc1Cl reads OXTR potentiator = -2; OXTR agonist = 0.0; M1 ag = -4; CHO parental Ca = -11; M1 antag = -11; M1 PAM = 5; TAAR1 antag = -10; V1aR counter = 1.6; TAAR1 ag = 1

(continued)
Results follow in this order: OXTR potentiator, OXTR agonist, M1 ag, CHO parental Ca, M1 antag, M1 PAM, TAAR1 antag, V1aR counter, TAAR1 ag
COC1C(CO)OC(n2cnc3c(=S)nc(N)[nH]c32)C1O (configuration not stated)
 : x, x, 0, x, -30, 21, -4, x, 4
Cc1c(CC(=O)O)c(=O)oc2c(C)c(OCc3c(F)cccc3Cl)ccc12
 : x, x, -4, x, -5, 7, -5, x, 1
O=C(CCCN1C(=O)c2ccccc2C1=O)Nc1c(C(=O)C2CC2)oc2ccccc12
 : -2, -0.1, -1, -13, -13, 13, -16, -0.8, 0
O=C(O)c1cccc(-c2ccc3c(c2)OCO3)c1
 : -5, 2.0, -4, -5, -10, 3, 5, 0.9, 1
CCOc1ccc(NC(=O)c2nc(SCC)ncc2Cl)cc1
 : 4, -2.1, 0, -17, -9, 14, 15, -1.6, 6
COC(=O)CC1C(=O)NCCN1C(=O)CSc1nc2cc(Cl)ccc2o1 (configuration not stated)
 : -7, -0.4, -7, -13, -2, 6, -1, -0.6, 3
COc1cc(C(=O)N2CCN(c3ccccc3)CC2)c2ccccc2n1
 : x, x, 0, x, -12, 8, -5, x, 6
O=[N+]([O-])c1ccc(CN2CC(N3CCC(c4ccccc4)CC3)CS2(=O)=O)cc1 (configuration not stated)
 : x, x, -3, x, 7, -4, 34, x, 3
CN(C)C1(CNC(=O)c2cccc(S(=O)(=O)Nc3ccc(Br)cc3)c2)CCCCC1
 : -8, 0.9, -6, -13, -13, 14, 18, 2.0, 6
Cc1nnn(-c2nonc2N)c1C(=O)N/N=C/c1cccc2ccccc12
 : -1, 0.8, -5, -6, -2, 2, 9, -0.1, 2
